Assay outcomes: PubChem, several laboratories
SSB-PriA inh = inhibitors of Klebsiella pneumoniae PriA binding to SSB C-terminal tail, primary screen, biochemical, AlphaScreen. PriA–SSB C-terminal tail interaction (Klebsiella pneumoniae). AlphaScreen SSBct-PriA binding, biotinylated peptide. inhibition, % at 33 µM. hit rate 0.6% among 430,000. AID 1272365, 2023; in the data active = inhibition mostly above about 37%, no sharp cut-off; inactive = mostly below about 20%;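 also: plate controls were negative control peptide for no effect and reference peptide for full effect; strong numbers were not always called active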
Mtb BioA inh = M. tuberculosis BioA enzyme inhibitors, primary screen, biochemical, plate reader, single point, HTS. 7,8-diaminopelargonic acid synthase BioA (Mycobacterium tuberculosis). hit rate 0.096% among 360,000. inhibition, % at 9.99 µM. purified M. tuberculosis BioA enzyme; in the data active = inhibition above about 40%
GDH-TPI inh = GDH-TPI coupling enzyme inhibitors, primary screen, artefact control for M. tuberculosis FBA inhibitor project, biochemical, absorbance, full deck; GDH-TPI coupled enzyme counterscreen, NADH absorbance; hit rate 1.2% among 360,000; AID 588335, 2011; inhibition, % at 4.8 µM; in the data active = inhibition above about 30%;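 also: 0% = DMSO wells and 100% = wells lacking the enzyme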
BH1578 lux ind = inducers of Vibrio cholerae quorum light production without autoinducers, primary screen, BH1578 luxS cqsA deficient, single point | hit rate 0.16% among 350,000 | activation, % at 18.7 µM | AID 588436, 2011 | V. cholerae BH1578 lux reporter, luminescence, 6 h; in the data active = activation mostly above about 9.7%, no sharp cut-off; also: not every result past the cut was called active; inactives centre near 0; reference of the scale not given here
FBA Mtb inh = Mtb FBA enzyme inhibitors, primary screen, biochemical, fluorescence, strain H37Rv; Fructose-bisphosphate aldolase (Mycobacterium tuberculosis (strain ATCC 25618 / H37Rv)), …; purified M. tuberculosis FBA, fluorescence read-out; inhibition, % at 1 µM; hit rate 2.3% among 360,000; in the data active = inhibition above about 27%;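 also: 0% = vehicle and 100% = reference inhibitor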
DUSP3 inh = VHR1 phosphatase inhibitors, primary screen, biochemical, absorbance, uHTS; recombinant VHR phosphatase, pNPP absorbance; inhibition, % at 13.3 µM; hit rate 0.52% among 290,000; in the data active = inhibition above about 50%; also: some compounds called inactive have numbers as strong as hits
3CLpro inhibitor = SARS-CoV 3CLpro protease inhibitors, primary screen, biochemical, quenched FRET; inhibition, % at 6 µM; recombinant SARS-CoV 3CLpro, quenched FRET peptide cleavage; AID 1706, 2009; Replicase polyprotein 1ab (Severe acute respiratory syndrome coronavirus), P0C6X7; hit rate 0.14% among 290,000; in the data active = inhibition above about 12%
Rv3671c inh = Rv3671c serine protease inhibitors, primary screen, biochemical, fluorescence polarization, M. tuberculosis H37Rv; P9WHR9; inhibition, % at 5.96 µM; hit rate 0.048% among 320,000; in the data active = inhibition above about 38%;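 also: extracellular domain of Rv3671c used as enzyme; 0% = enzyme with DMSO and 100% = no enzyme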
Target sequence (P9WHR9 whole entry, looked up, the tested form may be a part): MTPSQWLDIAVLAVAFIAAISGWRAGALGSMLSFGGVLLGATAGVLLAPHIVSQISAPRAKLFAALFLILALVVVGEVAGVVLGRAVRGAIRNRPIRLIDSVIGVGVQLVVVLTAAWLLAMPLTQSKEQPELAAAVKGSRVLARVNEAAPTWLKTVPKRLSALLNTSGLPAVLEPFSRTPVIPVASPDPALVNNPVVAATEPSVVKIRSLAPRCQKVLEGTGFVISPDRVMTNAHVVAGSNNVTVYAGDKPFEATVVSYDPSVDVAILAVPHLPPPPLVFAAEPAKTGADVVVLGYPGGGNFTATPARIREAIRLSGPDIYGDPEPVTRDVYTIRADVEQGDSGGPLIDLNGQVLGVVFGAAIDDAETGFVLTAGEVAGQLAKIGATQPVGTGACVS
MazF activator = activators of E. coli MazEF toxin-antitoxin RNase, primary screen, biochemical, fluorescence, uHTS | Endoribonuclease toxin MazF (Escherichia coli (strain K12)), P0AE70 | FAM/BHQ RNA-DNA oligo cleavage fluorescence, 5 h | activation, % at 20 µM | hit rate 0.32% among 350,000 | AID 504720, 2011; in the data active = activation above about 50%
Target sequence (P0AE70 whole entry, looked up): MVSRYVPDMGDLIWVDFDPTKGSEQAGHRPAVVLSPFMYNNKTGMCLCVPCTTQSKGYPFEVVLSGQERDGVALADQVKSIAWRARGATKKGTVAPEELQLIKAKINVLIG
UGM FP inh = M. tuberculosis UGM enzyme inhibitors, primary screen, biochemical, fluorescence polarization, single point | UDP-galactopyranose mutase (Mycobacterium tuberculosis (strain ATCC 25618 / H37Rv)), … | purified UGM, fluorescence polarization probe displacement | inhibition, % at 10 µM | hit rate 0.06% among 320,000; in the data active = inhibition above about 10%, passing the limit was not always enough
Target sequence (P9WIQ1 whole entry, looked up): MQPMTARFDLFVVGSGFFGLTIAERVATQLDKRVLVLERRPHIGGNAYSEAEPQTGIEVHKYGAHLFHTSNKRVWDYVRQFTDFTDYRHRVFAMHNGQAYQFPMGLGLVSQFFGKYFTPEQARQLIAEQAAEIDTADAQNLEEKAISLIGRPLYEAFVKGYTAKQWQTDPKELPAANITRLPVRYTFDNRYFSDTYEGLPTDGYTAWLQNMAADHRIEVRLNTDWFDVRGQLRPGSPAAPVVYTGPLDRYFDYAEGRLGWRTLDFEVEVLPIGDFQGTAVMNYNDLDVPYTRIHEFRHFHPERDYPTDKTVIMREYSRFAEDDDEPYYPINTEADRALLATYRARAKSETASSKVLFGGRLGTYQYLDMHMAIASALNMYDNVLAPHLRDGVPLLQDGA
Numbers without * were called inactive; i = inactive; · = no result given; & = joins results of further samples.

Values run as follows: Rv3671c inh, UGM FP inh, 3CLpro inhibitor, SSB-PriA inh, BH1578 lux ind, DUSP3 inh, FBA Mtb inh, MazF activator, GDH-TPI inh, Mtb BioA inh
#1 COc1ccc(CCOC(=O)c2cccc(NC(C)=O)c2)cc1
    11, 0.1, 3, -9, i, 0, 6, 2, 2, 0.3
#2 O=C(N/N=C/c1cc(Cl)ccc1O)c1ccc(Br)cc1
    -4, 0.2, -1, ·, -0.3, 10, 27*, 23, 12, ·
#3 COc1ccccc1NC(=O)N(C)C[C@H]1OCc2cnnn2CCCC(=O)N([C@@H](C)CO)C[C@H]1C
    ·, ·, ·, ·, 1.6, ·, -1, 5, 0, 0.1&-0.8
#4 C=CCn1c(SCC(=O)NC2CC2)nnc1-c1cccs1
    -1, -0.2, -4, 3, i, 6, -3, 2, 5, 0.8
#5 O=[N+]([O-])c1ccc(N2CCN(c3ccccc3)CC2)cc1
    -2, -2.1, 1, -1, -1.6, 12, -2, -5, 3, -1.1
#6 Cc1ccc(S(=O)(=O)N2CCN(C(=O)CCn3nc(C)c(C)c3C)CC2)cc1
    -6, -2.0, -4, -6, -0.3, 31, -1, 6, 5, -1.8
#7 Cc1ccc(O)c(CCc2ccc(O)cc2)n1
    -6, -1.1, 2, -15, i, 10, 1, -23, -1, ·
#8 CC(=O)c1ccc(NC(=O)COC(=O)CC2CC3CCC2C3)cc1 (configuration not stated)
    -2, 0.0, ·, -11, -1.2, ·, 2, -6, 2, 0.6
#9 O=C(CSc1nnc(COc2ccccc2Cl)o1)Nc1ccccc1
    -5, 1.0, ·, -4, 2.0, ·, 0, 4, -4, 0.5
#10 O=C(Nc1ccccc1)c1nc[nH]c1C(=O)NCCNC(=O)c1[nH]cnc1C(=O)Nc1ccccc1
    -45, 0.6, ·, -4, -0.8, ·, -2, 1, 1, -3.6
#11 Nc1nc(C(F)(F)F)cc(=O)[nH]1
    -2, -0.7, -1, -2, 0.7, 18, 0, 7, -6, ·
#12 Cc1c(NC(=O)c2cc(-c3ccc4c(c3)OCO4)on2)c(=O)n(-c2ccccc2)n1C
    0, -0.9, 1, -5, -0.5, -8, 3, -4, 4, 0.8
#13 CN(C)S(=O)(=O)c1ccc(Cl)c(C(=O)NC2CCN(Cc3ccccc3)C2)c1 (configuration not stated)
    0, -3.6, 2, -8, -0.3, 8, 0, 6, 2, 0.5
#14 C[C@H](CO)N1C[C@H](C)[C@H](CN(C)C(=O)NC2CCCCC2)Oc2ncc(Br)cc2C1=O
    ·, ·, ·, ·, -2.1, ·, -1, 0, 7, 0.7&-2.0
#15 O=C(CCSCc1ccccc1Cl)NC1CCCCC1
    -2, 0.8, -2, -6, -0.8, 13, 1, 18, -4, ·
#16 O=c1c(-c2ccc(Cl)cc2)[n+]([O-])c2ccccc2n1OCc1nc2ccccc2[nH]1
    -5, 1.1, 1, 0, -0.4, 25, 6, 14, 5, ·
#17 Cc1cc(C)cc(C(=O)NCC(=O)N(C)CCOc2ccccc2)c1
    5, 0.1, ·, 6, -3.1, ·, 3, -6, -1, -0.5
#18 CCN(CC(=O)NCc1cccs1)C(=O)c1ccc(N(C)S(=O)(=O)c2ccc(C)cc2)cc1
    ·, ·, ·, 6, 0.3, ·, 5, 1, 9, -2.8
#19 CCCCN(CCCNC(=O)C1CCN(C(=O)c2cc3sccc3n2C)CC1)Cc1ccccc1
    0, 0.4, -4, 7, -1.5, -7, 0, -8, 1, 5.2
#20 COC(CNS(=O)(=O)c1cccc2nonc12)OC
    -2, -2.4, -6, -10, 0.0, 29, 0, 0, -2, ·
#21 Cc1cc(C)nc(OC(C(=O)O)C(OCCc2ccccc2)(c2ccc(F)cc2)c2ccc(F)cc2)n1 (configuration not stated)
    -9, -1.0, 9, -4, i, 13, 0, 5, 4, 1.2
#22 Cc1cccc(NS(=O)(=O)c2cccc3cccnc23)n1
    8, -2.0, -1, -1, -0.5, 19, 2, 11, 21, -1.5
#23 O=[N+]([O-])c1ccc(Cl)c2cccnc12
    -11, -1.8, 2, -3, -0.2, 9, 0, -17, 4, ·
#24 CC(C)Cc1nc2n[nH]c(N)c2c2c1COC(C)(C)C2
    0, 0.6, -3, -9, -0.5, 11, 4, 11, -3, ·
#25 COc1ccc(NC(=O)CN(C)C(=O)c2cccc(S(=O)(=O)N3CCN(C)CC3)c2)cc1
    0, -0.4, ·, -10, 9.3, ·, 0, 1, -2, -3.6
#26 CC(=O)Nc1nnc(-c2c(-c3c(Cl)cccc3Cl)noc2C)o1
    -8, 2.5, 0, 1, i, 13, -19, 0, 3, -1.7
#27 COc1ccc(-c2cc(C(=O)N/N=C/c3cccnc3)c3ccccc3n2)cc1
    ·, 0.9, -1, ·, i, 15, 6, 3, 24, 8.3
#28 CN1CCN(C(=O)c2cn(-c3ccccc3)nc2-c2cccnc2)CC1
    -2, 1.3, 5, -11, -0.5, 6, -6, -5, -3, ·
#29 COc1cccc(C2Nc3ccc4ccccc4c3C3=C2C(=O)CCC3)c1O (configuration not stated)
    -3, 4.8, -4, 3, 0.0, 23, 1, 25, 6, -0.9
#30 COc1ccc(CCNC2CC(=O)N(CCc3ccc(OC)c(OC)c3)C2=O)cc1 (configuration not stated)
    -1, 3.1, 1, -2, i, 14, 4, 0, 3, 0.7
#31 COc1ccc(S(=O)(=O)NCC(c2ccco2)N2CCOCC2)cc1 (configuration not stated)
    6, 1.6, ·, 0, 0.7, ·, -1, 2, -1, -1.7
#32 COc1ccc(C=NNc2ccc([N+](=O)[O-])cn2)cc1
    ·, ·, ·, -5, -1.0, ·, 1, -9, 4, -0.7
#33 CCCC(=O)N1CCCC1(C)C(=O)Nc1ccc(-n2cccc2)cc1 (configuration not stated)
    ·, ·, ·, ·, -0.8, ·, -2, ·, 5, 0.0
#34 CCOC(=O)C1=C(COC(=O)CNS(=O)(=O)c2ccc(C)cc2)NC(=O)NC1C (configuration not stated)
    -2, 0.1, -2, 4, 0.1, 24, 6, -1, 8, -1.8
#35 CC(C)NC(=O)Cn1c(SCC(=O)N2CCCCCC2)nc2ccccc21
    5, -0.8, -3, -10, -1.0, 2, -2, -1, 1, 0.5
#36 CCSc1nnc(NC(=O)C2(C)Cc3ccccc3C(=O)O2)s1 (configuration not stated)
    -4, -1.9, -2, -4, i, 6, 0, -7, -9, -2.1
#37 Cc1ccc2cc(S(=O)(=O)NCCCC(=O)O)ccc2c1
    7, 1.8, 0, -18, i, 14, 4, 4, 4, -0.6
#38 Cc1ccc(OCCC(=O)OCC(=O)NC2CCCC(C)C2C)cc1 (configuration not stated)
    -1, 1.7, ·, -6, i, ·, -1, 3, -12, -0.3
#39 Cc1ccc(N/N=C(\C#N)C(N)=S)c(C)c1
    7, 1.2, -4, ·, -0.7, 0, 2, -1, 11, ·
#40 COc1ccc(CCC(=O)N/N=C(\C)c2ccc3c(c2)OCO3)cc1
    -8, -0.6, -1, ·, i, -2, -2, 0, 5, 1.8
#41 CCOC(=O)c1sc2nc(CSc3nc4ccccc4n3CC)[nH]c(=O)c2c1C
    -1, -2.3, 0, -11, ·, 6, -3, 8, -12, 0.1
#42 Cc1ccc(NC(=O)CCc2ccccc2)cc1C
    ·, ·, ·, ·, i, ·, 1, 6, 2, 0.5
#43 O=C(COC(=O)C12CC3CC(CC(O)(C3)C1)C2)NC12CC3CC(CC(C3)C1)C2
    -6, -1.6, 5, -1, i, 21, -1, -14, 7, ·
#44 Cc1c(Cl)cccc1N(CC(=O)NC(C)c1ccccc1)S(C)(=O)=O (configuration not stated)
    -6, 0.9, 0, 0, 0.5, -29, 1, 11, -5, 1.3
#45 CC(C)(C)CC(=O)Nc1nnc(SCC(=O)NC2CCCCC2)s1
    -1, -0.6, -3, 1, -0.5, 21, 1, 10, 3, -1.1

Part of the list above, showing only FBA Mtb inh and 3CLpro inhibitor.
cpd | smiles | FBA Mtb inh | 3CLpro inhibitor
8 | CC(=O)c1ccc(NC(=O)COC(=O)CC2CC3CCC2C3)cc1 (configuration not stated) | 2 | ·
9 | O=C(CSc1nnc(COc2ccccc2Cl)o1)Nc1ccccc1 | 0 | ·

(further entries)
Values run as follows: Rv3671c inh, UGM FP inh, 3CLpro inhibitor, SSB-PriA inh, BH1578 lux ind, DUSP3 inh, FBA Mtb inh, MazF activator, GDH-TPI inh, Mtb BioA inh
#46 C=CCn1c(N)c(C(=O)OCC(C)C)c2nc3ccccc3nc21
    ·, ·, -4, -4, i, 4, 89*, 7, 16, 1.9
#47 O=c1c2ccccc2cnn1Cc1cccc(Br)c1
    -10, 3.2, 4, -20, -1.0, -5, -2, 9, 2, ·
#48 COc1ccc(CCNC(=S)N2CCC(C(=O)c3ccc(F)cc3)CC2)cc1OC
    -3, -0.1, 7, 3, -0.4, 7, -8, 0, -2, 3.9
#49 Cc1ccc(C)c(N2CCN(C(=O)C3CCCCN3S(=O)(=O)c3ccc(F)cc3)CC2)c1 (configuration not stated)
    -9, -1.0, 2, -5, i, 25, 2, -1, -1, -0.9
#50 [N-]=[N+]=NCc1cn2cccnc2n1
    3, -1.8, 2, -7, -0.4, 14, 63*, -14, 5, ·
#51 Cc1cccc(N2CCN(C(=O)c3oc4ccc(Br)cc4c3C)CC2)c1C
    -5, -6.1, ·, -3, -0.7, ·, 0, -11, 6, -5.4
#52 O=C(CC1(O)C(=O)Nc2ccccc21)c1ccc(-n2cccc2)cc1 (configuration not stated)
    -3, -1.0, 5, -21, i, -12, 3, 6, 10, 9.1
#53 COc1ccc(/C=C(/CC(=O)Nc2ccc(C)cc2)c2nc3ccccc3s2)cc1
    -28, -0.4, 6, -5, i, 1, 2, -7, 12, -1.8
#54 Cc1c(Br)c([N+](=O)[O-])nn1CC(=O)Nc1ccc(CC#N)cc1
    0, 2.1, -4, ·, ·, 10, ·, ·, ·, ·
#55 COc1ccc(NC(=O)CCN2C(=O)c3ccncc3C2=O)cc1OC
    -8, 0.6, -1, 0, -2.8, 3, -2, 4, 7, -0.6
#56 COc1ccc(-c2nnc(N(C)C(=O)c3ccco3)s2)cc1OC
    -8, -2.8, -1, -4, -1.8, 7, 5, -19, 7, -1.4
#57 O=P(Nc1ccccc1)(Nc1ccccc1)Oc1ccccc1
    -1, 0.5, -8, 1, i, -5, -5, 2, 1, ·
#58 CCCn1c(N)c(C(=O)CSc2nc(N)cc(=O)[nH]2)c(=O)n(C)c1=O
    3, -0.2, ·, 0, -0.9, ·, 0, 2, 5, -0.1

Not all compounds are listed (hit frequency here may not be typical).
